Source: PubChem
EBI2 block – EBI2 receptor antagonists, beta-arrestin recruitment, primary screen, cell-based, luminescence, 7a,25-OHC stimulation, uHTS; 360,000 tested, 0.81% active; 7a,25-OHC stimulated; inhibition, % at 5 µM; AID 651636, 2012; in the data active = inhibition above about 38%;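 also: enzyme fragment complementation signal reports receptor beta-arrestin coupling in cells; 0% = agonist plus DMSO wells and 100% = wells without agonist; some results beyond the cut were filed as inactive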
Target sequence (P32249 whole entry, looked up, the tested form may be a part): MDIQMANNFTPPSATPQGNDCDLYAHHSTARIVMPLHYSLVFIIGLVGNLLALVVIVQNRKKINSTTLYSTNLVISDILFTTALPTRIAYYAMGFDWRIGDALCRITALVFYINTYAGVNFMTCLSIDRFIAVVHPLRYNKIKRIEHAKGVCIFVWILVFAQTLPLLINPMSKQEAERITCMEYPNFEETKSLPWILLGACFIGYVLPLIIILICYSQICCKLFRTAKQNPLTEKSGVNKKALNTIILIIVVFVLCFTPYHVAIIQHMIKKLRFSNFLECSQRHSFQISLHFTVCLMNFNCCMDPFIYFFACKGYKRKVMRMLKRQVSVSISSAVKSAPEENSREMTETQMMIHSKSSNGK
CXCR6 block – CXCR6 receptor inhibitors, primary screen, cell-based, beta-arrestin, luminescence, CHO-K1 PathHunter, 1536-well | 360,000 tested, 0.36% active | inhibition, % at 20 µM; in the data active = inhibition above about 34%, passing the limit was not always enough;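 also: antagonist mode with CXCL16 agonist at 10 nM final; 0% = 10 nM CXCL16 with DMSO and 100% = unstimulated wells without agonist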
Target sequence (O00574 whole entry, looked up): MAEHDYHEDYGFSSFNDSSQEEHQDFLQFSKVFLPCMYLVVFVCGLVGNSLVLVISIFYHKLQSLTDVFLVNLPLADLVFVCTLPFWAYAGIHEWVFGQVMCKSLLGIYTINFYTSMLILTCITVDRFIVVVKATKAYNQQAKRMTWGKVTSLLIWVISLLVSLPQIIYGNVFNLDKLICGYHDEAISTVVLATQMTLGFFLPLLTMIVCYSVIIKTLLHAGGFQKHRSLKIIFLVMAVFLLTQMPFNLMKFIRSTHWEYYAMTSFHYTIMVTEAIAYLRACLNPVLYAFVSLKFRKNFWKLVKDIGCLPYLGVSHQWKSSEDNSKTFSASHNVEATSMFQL
Gli-Sufu antag – Gli-Sufu pathway antagonists, primary screen, luciferase luminescence, Sufu-KO-LIGHT cells, uHTS. Sufu-KO-LIGHT fibroblasts, Gli luciferase reporter luminescence. inhibition, % at 5 µM. 340,000 tested, 0.74% active;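 active = inhibition above about 55%, limit read from the data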;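 also: 0% = DMSO-treated cells and 100% = wells with medium but no cells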
CCR6 antagonist – CCR6 receptor antagonists, primary screen, cell-based, CHO-K1, luminescence, beta-arrestin, uHTS | C-C chemokine receptor type 6 (Homo sapiens), P51684 | CHO-K1 CCR6 PathHunter beta-arrestin, CCL20-stimulated | inhibition, % at 20 µM | 340,000 tested, 0.49% active;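 active = compounds whose inhibition of the agonist-driven luminescence signal at 20 µM reaches about 50%, limit read from the data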;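 also: cells stimulated with CCL20 at 14 nM final; plate controls were DMSO with CCL20 for no effect and DMSO without agonist for full effect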
Target sequence (P51684 whole entry, looked up): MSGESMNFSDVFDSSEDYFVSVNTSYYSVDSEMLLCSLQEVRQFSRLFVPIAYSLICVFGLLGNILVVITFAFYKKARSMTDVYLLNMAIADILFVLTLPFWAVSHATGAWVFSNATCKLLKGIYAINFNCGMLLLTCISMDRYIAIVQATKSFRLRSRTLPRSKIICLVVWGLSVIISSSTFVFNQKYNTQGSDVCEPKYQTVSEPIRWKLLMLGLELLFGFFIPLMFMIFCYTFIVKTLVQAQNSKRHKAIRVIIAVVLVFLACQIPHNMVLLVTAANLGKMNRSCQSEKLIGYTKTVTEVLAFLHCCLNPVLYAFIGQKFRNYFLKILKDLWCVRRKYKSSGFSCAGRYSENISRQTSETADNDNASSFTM
* = called active by the depositor; · = no result given; & = joins results of further samples. The list is partial, so the mix of outcomes need not match the whole.

Preview, three compounds:
SMILES	EBI2 block	CXCR6 block	Gli-Sufu antag	CCR6 antagonist
Cc1ccc(S(=O)(=O)N2[C@@H](CO)CO[C@H]2CC(=O)c2cccc3ccccc23)cc1	3	·	·	·
Cc1ccc(OCc2nc3ccccc3n2C(C(=O)Nc2c(C)cccc2C)C2CC2)cc1 (stereo not given)	11	·	·	·
CC(=O)C[C@H]1SC[C@@H](C(C)C)N1S(=O)(=O)c1ccc(C)cc1	-5	·	·	·

All compounds of this part, repeating the preview:
SMILES	EBI2 block	CXCR6 block	Gli-Sufu antag	CCR6 antagonist
Cc1ccc(S(=O)(=O)N2[C@@H](CO)CO[C@H]2CC(=O)c2cccc3ccccc23)cc1	3	·	·	·
Cc1ccc(OCc2nc3ccccc3n2C(C(=O)Nc2c(C)cccc2C)C2CC2)cc1 (stereo not given)	11	·	·	·
CC(=O)C[C@H]1SC[C@@H](C(C)C)N1S(=O)(=O)c1ccc(C)cc1	-5	·	·	·
COC(=O)/C=C1\OCc2cccc(C)c21	-17	·	·	·
CCCCCCCCN1C(=O)[C@H](CC(=O)N2CCN(C(=O)c3ccco3)CC2)C[C@@]2(C(=O)OC)CC(C)(C)CC=C12	10	·	·	·
COc1cccc(C(C(=O)NCc2ccccc2)N2CCN(c3cccc(C)c3C)CC2)c1OC (stereo not given)	27	·	·	·
Cc1nc2ccc(C(=O)N3c4ccccc4N=C(c4ccc5c(c4)OCO5)C3C(=O)NCc3ccccc3)cc2[nH]1 (stereo not given)	2	·	·	·
O=c1ccc(-c2nc3ccccc3n2C(CCc2ccccc2)c2nc3ccccc3[nH]2)c[nH]1 (stereo not given)	-11	·	·	·
Cc1cnc(-c2nc3ccccc3n2C(C(=O)NC(C)(C)C)c2ccncc2)cn1 (stereo not given)	2	·	·	·
CC1(C(=O)NCc2ccccc2)CSCC(=O)N1CCCn1ccnc1 (stereo not given)	4	·	·	·
COc1ccc(C(C(=O)NC2CCCC2)n2c(C3CCN(C(C)=O)CC3)nc3ccccc32)cc1 (stereo not given)	1	·	·	·
O=C1C=C(OCCF)CC(c2cccc([N+](=O)[O-])c2)O1 (stereo not given)	-1	·	·	·
COc1ccc(C(=O)C(OP(=O)(OC)OC)c2ccccc2OC)cc1 (stereo not given)	-36	·	·	·
CCOC(=O)N1CCN(C(=O)C[C@@H]2C[C@@]3(C(=O)OC)CC(C)(C)CC=C3N(Cc3cccc4ccccc34)C2=O)CC1	-4	·	·	·
CC(C)(C)C(c1nc2ccccc2[nH]1)n1c(-c2ccsc2)nc2ccccc21 (stereo not given)	-10	·	·	·
CCCNC(=O)N[C@H]1C=C[C@H](CC(=O)NC2CCCCC2)O[C@@H]1CO	-3	·	·	·
CCC(C)CN1C(=O)CSCC1(C)C(=O)Nc1ccc2c(c1)OCCO2 (stereo not given)	1	·	·	·
COC(=O)C[C@@H]1C=C[C@@H](NC(=O)c2ccccc2F)[C@@H](CO)O1	1	·	·	·
CCOC(=O)[C@]12CCCC=C1N(Cc1ccccc1)C(=O)[C@H](CC(=O)NCc1cccc3ccccc13)C2	8	·	·	·
CC(=O)Nc1cccc(-c2nc3ccccc3n2C(C(=O)NC(C)(C)C)C2CC2)c1 (stereo not given)	-3	·	·	·
CCCCNC(=O)C1C(c2ccc(C(F)(F)F)cc2)=Nc2ccccc2N1C(=O)C1CCN(C(C)=O)CC1 (stereo not given)	-2	·	·	·
CC1(C(=O)Nc2ccc3c(c2)OCCO3)CN(S(C)(=O)=O)CC(=O)N1Cc1cccc(F)c1 (stereo not given)	-6	·	·	·
CC(C)(C)NC(=O)C(c1ccc(-c2ccccc2)cc1)n1c(=O)c(-c2ccco2)nc2ccccc21 (stereo not given)	17	·	·	·
CC(C)c1cc(Cn2c3ccccc3c(=O)n2C(C)Cn2cc(COc3ccccc3)nn2)on1 (stereo not given)	11	·	·	·
COc1ccccc1NS(=O)(=O)c1cc(C(=O)NC2CCN(Cc3ccccc3)CC2)ccc1C	·	·	26	17
O=[N+]([O-])c1ccc2c(c1)N([O-])C1(CCCCC1)[N+]2=O	·	·	1	6
COc1cc(/C=N/Nc2ccccc2)ccc1OC(=O)c1cccs1	·	·	-1	7
CC(C)(C)n1ncc2c(=O)n(CC(=O)N3CCN(c4ccccc4)CC3)cnc21	·	·	-3	12
COc1ccc(C2CC(c3cccs3)=NN2c2ccc(C=O)cc2)cc1 (stereo not given)	·	·	2	-3
COc1ccc(S(=O)(=O)N2CCN(C(=O)COc3ccc4c(C)cc(=O)oc4c3)CC2)cc1	·	·	6	-4
CCc1ccc(-c2nn(-c3ccccc3)cc2CSC(=N)N)cc1	·	·	14	34
Cc1ccccc1N=Nc1c(C)[nH]n(-c2ccccc2)c1=O	·	·	5	29
CCOC(=O)C1=C(c2ccc(OC)cc2)C(=O)c2ccccc2C1=O	·	·	-12	34
Cc1cc(C)n(CCNC(=O)[C@H]2O[C@@H](n3ccc(N)nc3=O)[C@H](O)[C@@H]2O)n1	-1	-3	·	·
C[C@H](CO)N1C[C@H](C)[C@H](CN(C)C(=O)Nc2cccc(Oc3ccccn3)c2)OCc2cnnn2CCCC1=O	-14	1	·	·
Cc1c(CN(C)C(=O)C2CCC(=O)N(Cc3ccccc3F)C2)[nH]c2ccccc12 (stereo not given)	14	0	·	·
Nc1cc(=O)n(Cc2ccco2)c(=S)[nH]1	-15	4	·	·
CC(C)N1C(=O)NC2NC(=O)N(C(C)C)C21 (stereo not given)	-9	0	·	·
CC(=O)OC[C@@H]1CN(Cc2ccccc2)C[C@H](n2cnc3c(NCc4ccc(F)cc4)ncnc32)O1	10	-2	·	·
CSCC[C@@H](CO)NC(=O)[C@H]1O[C@@H](n2ccc(=O)[nH]c2=O)[C@H](O)[C@@H]1O	6	4	·	·
Cc1ccc([C@H]2C[C@@H](O)[C@H](n3cc(-c4ccc(F)cc4)nn3)CN2Cc2cccs2)cc1	13	5	·	·
Cc1cccc(C)c1-n1nnnc1C1(C)CCC(=O)N1Cc1cccs1 (stereo not given)	6	-7	·	·
CC1(C(=O)Nc2ccc3c(c2)OCO3)Cc2c(-c3ccccc3)ccnc2O1 (stereo not given)	0	-7	·	·
COc1ccc(S(=O)(=O)N2CCC[C@H]2C(=O)N2CCC[C@H]2C(=O)NCc2ccccn2)cc1C	-13	-2	·	·
CCOC(=O)[C@]12CCC=C1N(Cc1ccc(Cl)cc1Cl)C(=O)[C@H](CC(=O)NCCCN1CCCC1=O)C2	-9	-4	·	·
Cc1ccc(Nc2n[nH]c(=S)s2)cc1C	-10	1	·	·
COc1ccc([N+](=O)[O-])c(C=CC(=O)c2ccccn2)c1	15	18	·	·
O=S(=O)(c1ccccc1)N1CC2CC(Br)C(Br)CC21 (stereo not given)	-1	-9	·	·
COc1ccc2c(CN3CCN(C(C)=O)CC3)cc(=O)oc2c1	-12	-2	·	·
Cn1ccc2c(N3CCCCCC3)cc3c(c21)C1CCC3O1 (stereo not given)	-18	-12	·	·
CC1=C(C(=O)N(C(C)C)C(C)C)CC(CC(=O)NC2CCCC2)C(=O)N1CCCN1CCCC1=O (stereo not given)	-17	-8	·	·
COc1ccc(CNC(=O)C2(C)Cc3c(-c4ccc5c(c4)OCO5)ccnc3O2)cc1OC (stereo not given)	10	2	·	·
COc1ccc([C@H]2C[C@H](n3cc(COC(=O)c4ccccc4)nn3)[C@@H](O)CN2Cc2cccs2)cc1	7	8	·	·
Cn1nc(C(C)(C)C)cc1C(=O)N1CCCCC1c1cc(C(=O)NCc2ccc(F)cc2)no1 (stereo not given)	0	-9	·	·
OC[C@@H]1CN(Cc2ccc(-c3ccccc3)cc2)C[C@H](n2cnc3c(NCc4ccncc4)ncnc32)O1	-10	-4	·	·
CCCCNC(=O)C1(C)CCN1C(=O)c1ccc(OC)c(F)c1 (stereo not given)	-3	0	·	·
CC(C)C1CCN(C(=O)C2CCC(=O)N(C3CCCCCC3)C2)CC1 (stereo not given)	-9	4	·	·
CC(=O)C1=CCC(c2ccc(F)cc2)N(S(=O)(=O)c2ccc(C)cc2)C1 (stereo not given)	6&2	8&-7	·	·
COc1ccc(CN2CCN(Cc3c[nH]c4ccccc34)CC2)cc1OC	-2	6	·	·
Cc1cn([C@H]2C[C@H](O)[C@@H](/C=C/C(=O)NCCCc3ccccc3)O2)c(=O)[nH]c1=O	-6	-10	·	·
Going on with the list.
SMILES	EBI2 block	CXCR6 block	Gli-Sufu antag	CCR6 antagonist
CC(C)Oc1ccccc1OC1(C)CCN(Cc2ccc(OC(F)(F)F)cc2)C1 (stereo not given)	-1	3	·	·
Oc1ccc(O)c(C=NNC(=S)NC2CC3CC2C2C=CCC32)c1 (stereo not given)	49*	-3	·	·
COc1cc(OCc2ccccc2)c(CC(=O)O)c([N+](=O)[O-])c1	11	3	·	·
CC(C)(C)c1ccc(S(=O)(=O)NC(=O)C2(C)CCN2C(=O)CC2CC2)cc1 (stereo not given)	-3	1	·	·
Cc1cn([C@H]2C[C@H](O)[C@@H](CNS(=O)(=O)N3CCCC3)O2)c(=O)[nH]c1=O	0	0	·	·
Cc1nc(C(F)(F)F)ccc1C(=O)N1CCC(C)(C(=O)NS(=O)(=O)C2CC2)C1 (stereo not given)	-7	4	·	·
OC[C@@H]1CN(Cc2ccco2)C[C@H](n2cnc3c(Nc4ccccc4)ncnc32)O1	-8	-4	·	·
CC1CCN(C(=O)COC(=O)c2cccc(S(=O)(=O)N3CCOCC3)c2)CC1	8	-12	·	·
Cc1cccc(CN2CCN(C3CN(C4CCCC4)S(=O)(=O)C3)CC2)c1 (stereo not given)	-3	1	·	·
Cc1cn([C@H]2C[C@H](O)[C@@H](CNC(=O)c3ccccn3)O2)c(=O)[nH]c1=O	-9	-3	·	·
CCCNC(=O)C1(C)CCN1C(=O)c1cc(C)n(C)n1 (stereo not given)	-9	-7	·	·
CCCCCC(=O)N1C[C@H](O)[C@@H](n2cc(-c3ccc(F)cc3)nn2)C[C@@H]1c1ccc(C)cc1	20	6	·	·
Cc1ccccc1-c1csc(C(O)c2ccc(F)c(F)c2)n1 (stereo not given)	5	3	·	·
Cc1ccc([C@@H]2C[C@H]3[C@@H](CN2S(=O)(=O)c2ccc(Cl)cc2)C(=O)C[C@@H](c2ccc(Cl)cc2)N3S(=O)(=O)c2ccccc2C)cc1	4	5	·	·
C[C@H](CO)N1C[C@H](C)[C@@H](CN(C)S(=O)(=O)c2ccccc2F)Oc2ncc(C#Cc3cccnc3)cc2C1=O	-9	-1	·	·

Quoted at random: three records from the list.
SMILES	EBI2 block	CXCR6 block	Gli-Sufu antag	CCR6 antagonist
COc1ccc(CNC(=O)C2(C)Cc3c(-c4ccc5c(c4)OCO5)ccnc3O2)cc1OC (stereo not given)	10	2	·	·
COc1ccc2c(CN3CCN(C(C)=O)CC3)cc(=O)oc2c1	-12	-2	·	·
CCCNC(=O)N[C@H]1C=C[C@H](CC(=O)NC2CCCCC2)O[C@@H]1CO	-3	·	·	·

Continued.
SMILES	EBI2 block	CXCR6 block	Gli-Sufu antag	CCR6 antagonist
CC(=O)Nc1ccc(NC(=O)CCCN2C(=O)C(c3ccccc3)Oc3cccnc32)cc1 (stereo not given)	-6	3	·	·
CC(=O)N1CCN(Cc2cc(=O)oc3ccccc23)CC1	10	-2	·	·
Cn1cnc(S(=O)(=O)N2CCCCC2c2cc(C(=O)NCc3ccc(F)cc3)no2)c1 (stereo not given)	-3	1	·	·
O=C(OCC(=O)N1CCNC1=O)c1ccccc1Cl	0	4	·	·
Cc1cc2c(cc1C)N1C(=O)c3cc4ccccc4cc3NC(=O)C1C(=O)N2 (stereo not given)	-16	-12	·	·
Cc1ccc(NC(=O)c2cc(S(=O)(=O)N3CCCCC3)ccc2N2CCOCC2)cc1	-3	-5	·	·
CCc1ccc(C(O)c2ncc(-c3ccccc3C(F)(F)F)[nH]2)cc1 (stereo not given)	3	0	·	·
COc1ccc(C(CNC(=O)CCNS(=O)(=O)c2ccccc2)N2CCOCC2)cc1 (stereo not given)	-5	3	·	·
O=C(CCNC(=O)c1ccc(Cl)cc1)Nc1cc(C(F)(F)F)ccc1N1CCOCC1	9	4	·	·
COc1cc(/C=C2/SC(=S)N(CCC(=O)Nc3cccnc3)C2=O)cc(OC)c1OC	9	2	·	·
COCCN1C(=O)COc2ccccc2C1C(=O)Nc1c(C)cccc1C (stereo not given)	-1	-1	·	·
OC[C@@H]1CN(Cc2cccs2)C[C@H](n2cnc3c(NCc4ccco4)ncnc32)O1	-14	2	·	·
CN(C)c1ccc(CC(=O)N2CCCCC2c2cc(C(=O)Nc3ccccc3Cl)no2)cc1 (stereo not given)	5	-9	·	·
CCOc1ccc(Cl)cc1-c1cc(C(=O)NCCc2ccncc2)[nH]n1	-11	0	·	·
CN(c1ccccc1)S(=O)(=O)c1cc(C(=O)NCc2ccco2)ccc1Cl	0	-1	·	·
CC(=O)NCCNC(=O)C1Cc2c(-c3ccc(Cl)cc3)ccnc2O1 (stereo not given)	-13	2	·	·
CCOC(=O)C1(C)CCCN(C(=O)c2cccc(OC(F)(F)F)c2)C1 (stereo not given)	-5	-5	·	·
OCCN1CCN(c2cnc(-c3ccsc3)cn2)CC1	-7	-2	·	·
O=C(NCCc1cccc(F)c1)C1CC(O)CN1C(=O)Nc1ccccc1 (stereo not given)	-1	-3	·	·
CC(C)C1Cc2[nH]c(=S)[nH]c(=O)c2C(c2ccc(F)cc2)O1 (stereo not given)	-13	-13	·	·
